# High-throughput results from PubChem BioAssay.
# PNC assembly inh: High Content Assay for Compounds that inhibit the Assembly of the Perinucleolar Compartment. PC3M PTB-GFP, PNC prevalence imaging, 16 h; hits give low values. AID 2417, 2010. activity change (PNC), negative = inhibition, % at 10 µM. 3.1% of 140,000 active;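 active = readout at or below -70, meaning at least 70% loss of cells showing the perinucleolar compartment, a nuclear body marking cancer cells; inconclusive = readout between -30 and a set limit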;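 note: plate controls were DMSO wells for no effect and camptothecin positive control wells for full effect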
#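 Read-out is percentage of cells bearing a perinucleolar compartment, from automated 20x imaging of fixed, Hoechst-stained PC3M PTB-GFP cells. Cells were seeded 4 h, then exposed 16 h to compound (23 nl of library stock) in duplicate plates.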
# ALOX15B inhib: qHTS Assay for Inhibitors of 15-hLO-2 (15-human lipoxygenase 2). Polyunsaturated fatty acid lipoxygenase ALOX15B (Homo sapiens), O15296. purified 15hLO-2, xylenol orange hydroperoxide absorbance. Potency, µM (doses to about 57.1 µM), inactives show at the top dose activity change, negative = inhibition, most hits filed as inhibitors. 0.56% of 110,000 active. AID 881, 2007; note: potency is the fitted concentration of half-maximal effect; nearly all actives have a fitted effect of over 60% in size; many of its hits are not listed in these tables
# Target sequence (O15296 whole entry, looked up): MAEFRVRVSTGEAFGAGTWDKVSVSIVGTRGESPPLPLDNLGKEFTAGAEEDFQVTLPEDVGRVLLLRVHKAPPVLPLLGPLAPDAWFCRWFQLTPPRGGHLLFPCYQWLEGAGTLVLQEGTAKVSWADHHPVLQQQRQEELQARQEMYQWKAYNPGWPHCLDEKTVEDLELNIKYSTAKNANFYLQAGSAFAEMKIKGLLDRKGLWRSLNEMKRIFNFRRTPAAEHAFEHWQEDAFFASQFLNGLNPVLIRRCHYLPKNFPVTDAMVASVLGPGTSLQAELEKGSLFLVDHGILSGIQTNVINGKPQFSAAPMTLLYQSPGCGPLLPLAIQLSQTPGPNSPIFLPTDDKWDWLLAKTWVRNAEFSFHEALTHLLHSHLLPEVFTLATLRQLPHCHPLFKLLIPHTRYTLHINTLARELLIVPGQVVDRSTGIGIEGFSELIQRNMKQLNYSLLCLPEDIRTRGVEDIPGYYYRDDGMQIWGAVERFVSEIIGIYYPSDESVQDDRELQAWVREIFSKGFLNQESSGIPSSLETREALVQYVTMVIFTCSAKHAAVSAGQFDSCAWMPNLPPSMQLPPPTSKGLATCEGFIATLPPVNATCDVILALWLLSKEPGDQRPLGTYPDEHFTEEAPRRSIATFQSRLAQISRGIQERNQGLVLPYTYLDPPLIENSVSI
#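 Screening format was qHTS against 50 nM purified 15hLO-2 in Hepes pH 7.5 with detergent. Activity follows hydroperoxide formation from 45 uM arachidonic acid, measured as 573:405 nm absorbance ratio of the ferric-xylenol orange complex.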
# IMPase inh: qHTS Assay for Identifying the Cell-Membrane Permeable IMPase Inhibitors; CHO-M1 cells, IP1 accumulation, HTRF TR-FRET ratio; Inositol monophosphatase 1 (Rattus norvegicus), P97697; 120,000 tested, under 10 active; inhibition (IP1 accumulation), % at 46.1 µM; active = well fitted curve in the direction sought with a large enough effect in the signal ratio, not every such curve was filed as active; inconclusive = small, poorly fitted or top-dose-only effect, or a change in a side signal; inactive = no such curve, though single readings can be large or run the other way; the % refers to the signal ratio;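 note: cells stimulated with carbachol in lithium chloride buffer; plate controls were DMSO basal wells for no effect and reference inhibitor wells for full effect; higher means more IMPase inhibition seen as more IP1 and lower FRET ratio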
# Target sequence (P97697 whole entry, looked up): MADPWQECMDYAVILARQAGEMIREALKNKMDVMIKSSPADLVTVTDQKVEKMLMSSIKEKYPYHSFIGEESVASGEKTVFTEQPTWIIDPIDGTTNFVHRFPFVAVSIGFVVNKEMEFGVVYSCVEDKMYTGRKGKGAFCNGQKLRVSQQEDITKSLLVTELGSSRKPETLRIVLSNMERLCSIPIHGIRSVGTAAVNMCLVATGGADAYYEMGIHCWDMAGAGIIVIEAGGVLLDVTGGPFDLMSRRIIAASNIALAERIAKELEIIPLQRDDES
#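 In this qHTS, compounds (final up to 46 uM) act on CHO-M1 cells that are then activated through the M1 receptor with carbachol, in pH 7.4 buffer containing 50 mM LiCl, for 30 min. IP1 accumulation is quantified by the IP-One immunoassay.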
# 12-hLO inh: qHTS Assay for Inhibitors of 12-hLO (12-human lipoxygenase); Polyunsaturated fatty acid lipoxygenase ALOX12 (Homo sapiens), P18054; purified 12-hLO, xylenol orange hydroperoxide absorbance; Potency, µM (top dose mostly 57.1 µM), for inactives: at the top dose activity change, negative = inhibition, usual class: inhibitors; 0.12% of 150,000 active; note: potency is the fitted concentration of half-maximal effect; nearly all actives have a fitted effect of over 55% in size; many of its hits are not listed in these tables
#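 Hydroperoxide output read as Fe(III)-xylenol orange absorbance, 573-to-405 nm ratio, after 30 min reaction with 40 uM arachidonic acid. Enzyme: 150 nM purified human 12hLO, 15 min compound preincubation; 25 mM Hepes pH 7.0, room temperature.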
# * hit, by the source's call; ? = inconclusive; . = no result given; & = joins results of further samples; [ ] = remark or other dose. Unless noted, calls come from the whole dose curve; as a rule, active = well fitted curve in the direction sought with a large enough effect; inconclusive = small, poorly fitted or top-dose-only effect, or another doubt; inactive = no such curve, though single readings can be large; an effect the other way counts as inactive or inconclusive. Unless noted, % is set by controls: 0 for no effect and ±100 for the full control effect.
SMILES,PNC assembly inh,ALOX15B inhib,IMPase inh,12-hLO inh
CC(C)OCCCn1c(-c2ccco2)nc2nc3ccccc3nc21,31,-11%,-4,-2%
COc1ccc(Cl)cc1NC(=O)C(C)N1CCN(C/C=C/c2ccccc2)CC1 (stereo not drawn),21,15%,8,-15%
CC(=O)c1c(N2CCN(c3cccc(Cl)c3)CC2)nc(=S)n(-c2ccccc2)c1C,?,-28%,-2,-11%
COc1ccc(N2C(=O)CC(Nc3cccc(C(C)=O)c3)C2=O)cc1OC (stereo not drawn),-5,-1%,-8,-7%
C=C(C)c1ccc(C(C)(C)NC(=O)N(Cc2ccccc2)Cc2ccco2)cc1,7,-1%,5,5%
CN(C)c1oc(-c2ccc(Cl)cc2)nc1S(=O)(=O)c1ccccc1,-5,.,.,0%
CCOC(=O)c1[nH]c2ccc(Br)cc2c1NC(=O)CNC,2,12%,-1,-8%
COCCn1c(C)cc(C(=O)CSc2nnc(-c3cccnc3)n2-c2ccccc2F)c1C,-14,6%,3,-8%
Clc1ccc(C2C3=C(Nc4ncnn42)c2ccccc2CC3)cc1 (stereo not drawn),-10,-1%,10,-2%
CC(=O)Nc1ccc(NC(C)=C(C#N)C#N)cc1,-6,.,1,-1%
Nn1cnnc1N/N=C/c1cc([N+](=O)[O-])c(Cl)cc1Cl,37,-27%,-2,-3%
CC1CCN(C(=O)CSc2nnc(CNc3ccc(F)cc3)n2Cc2ccco2)CC1,?,-3%,10,-11%
O=C(Cn1nc(CNc2ccc(Cl)cc2)[n+]2c1CCCCC2)c1ccc(Cl)cc1,-28,.,6,-14%
O=C(CCS(=O)(=O)c1cccs1)Nc1ccc(C(=O)NCc2ccc(F)cc2)cc1,0,-4%,-2,4%
CC(=O)OCCC(C)C,.,-1%,.,0%
CCn1nnc(NC(=O)c2ccccc2Br)n1,-10,-3%,11,-1%
C#CCOCCOCCOCCNc1nc(N2CCN(C(=O)Cn3cc(CCCN=C(N)N)nn3)CC2)nc(N2CCN(C(=O)[C@H]([C@@H](C)CC)n3cc(CCC(=O)O)nn3)CC2)n1,54,.,.,2%
O=c1c2cccnc2[nH]c(=S)n1CCC1=CCCCC1,?,-6%,1,-6%
CC1=C(C(N)=O)C(c2ccccn2)n2nc(-c3ccccc3Cl)nc2N1 (stereo not drawn),-20,-1%,-6,9%
CCn1c(-c2ccccc2Cl)nn(CC(=O)Nc2ccccc2OC)c1=S,36,1%,1,-10%

# Copied from the list.
# CC(=O)Nc1ccc(NC(C)=C(C#N)C#N)cc1 in IMPase inh → 1
# CC(=O)c1c(N2CCN(c3cccc(Cl)c3)CC2)nc(=S)n(-c2ccccc2)c1C in IMPase inh → -2

# Some of these compounds in order of molecular weight, ascending.
SMILES,PNC assembly inh,ALOX15B inhib,IMPase inh,12-hLO inh
CC(=O)OCCC(C)C,.,-1%,.,0%
CC(=O)Nc1ccc(NC(C)=C(C#N)C#N)cc1,-6,.,1,-1%
O=c1c2cccnc2[nH]c(=S)n1CCC1=CCCCC1,?,-6%,1,-6%
CCn1nnc(NC(=O)c2ccccc2Br)n1,-10,-3%,11,-1%
Nn1cnnc1N/N=C/c1cc([N+](=O)[O-])c(Cl)cc1Cl,37,-27%,-2,-3%
Clc1ccc(C2C3=C(Nc4ncnn42)c2ccccc2CC3)cc1 (stereo not drawn),-10,-1%,10,-2%
CC(C)OCCCn1c(-c2ccco2)nc2nc3ccccc3nc21,31,-11%,-4,-2%
CCOC(=O)c1[nH]c2ccc(Br)cc2c1NC(=O)CNC,2,12%,-1,-8%
CN(C)c1oc(-c2ccc(Cl)cc2)nc1S(=O)(=O)c1ccccc1,-5,.,.,0%
CC1=C(C(N)=O)C(c2ccccn2)n2nc(-c3ccccc3Cl)nc2N1 (stereo not drawn),-20,-1%,-6,9%
COc1ccc(N2C(=O)CC(Nc3cccc(C(C)=O)c3)C2=O)cc1OC (stereo not drawn),-5,-1%,-8,-7%
C=C(C)c1ccc(C(C)(C)NC(=O)N(Cc2ccccc2)Cc2ccco2)cc1,7,-1%,5,5%
CCn1c(-c2ccccc2Cl)nn(CC(=O)Nc2ccccc2OC)c1=S,36,1%,1,-10%
COc1ccc(Cl)cc1NC(=O)C(C)N1CCN(C/C=C/c2ccccc2)CC1 (stereo not drawn),21,15%,8,-15%
O=C(Cn1nc(CNc2ccc(Cl)cc2)[n+]2c1CCCCC2)c1ccc(Cl)cc1,-28,.,6,-14%
CC(=O)c1c(N2CCN(c3cccc(Cl)c3)CC2)nc(=S)n(-c2ccccc2)c1C,?,-28%,-2,-11%
CC1CCN(C(=O)CSc2nnc(CNc3ccc(F)cc3)n2Cc2ccco2)CC1,?,-3%,10,-11%
O=C(CCS(=O)(=O)c1cccs1)Nc1ccc(C(=O)NCc2ccc(F)cc2)cc1,0,-4%,-2,4%
COCCn1c(C)cc(C(=O)CSc2nnc(-c3cccnc3)n2-c2ccccc2F)c1C,-14,6%,3,-8%
C#CCOCCOCCOCCNc1nc(N2CCN(C(=O)Cn3cc(CCCN=C(N)N)nn3)CC2)nc(N2CCN(C(=O)[C@H]([C@@H](C)CC)n3cc(CCC(=O)O)nn3)CC2)n1,54,.,.,2%

# Following part
SMILES,PNC assembly inh,ALOX15B inhib,IMPase inh,12-hLO inh
CC1=C(C(=O)OCC2CCCO2)C(c2cccc(O)c2)NC(=O)N1 (stereo not drawn),7,-1%,-6,2%
O=C(COc1c(Br)cc(Br)c2cccnc12)N1CCc2ccccc2C1,31,0%,-15,-12%
COC(=O)CCC(=O)NNC(=O)c1ccc(Br)cc1,-9,-1%,-1,0%
CCCCNC(=S)N(C)/N=C/c1sc(N2CCCCC2)nc1-c1cccs1,17,.,.,-2%
C/C(=C\CNc1ncnc2c1ncn2[C@@H]1O[C@H](CO)[C@@H](O)[C@H]1O)CO,.,-6%[0.0915 µM],.,-2%[0.00818 µM]
COC(=O)COc1cccc(NC(=O)c2cccs2)c1,-118*,4%,-17,-2%
Cc1cc(N2CCN(S(=O)(=O)c3ccccc3)CC2)c2ccccc2n1,?,19%,1,-11%
CCC(C)(C)n1nnnc1C(c1ccc(O)c(OC)c1)N1CCc2ccccc2C1 (stereo not drawn),77,7%,2,-30%
CCC(=O)N/C(=N/c1nc(C)cc(C)n1)Nc1cccc(OC)c1,?,0%,6,2%
CC(C)C[C@H](NC(=O)[C@@H](O)[C@@H](N)Cc1ccccc1)C(=O)O,.,-6%&-2%,-7&5,3%&-2%
Cc1cccc(/C=C\c2ccccc2)n1,.,25%,6,-3%
CC1(C)CN(c2ccccc2)N(Cc2ccc(F)cc2)C1=O,33,-2%,10,-2%
CCOc1cc(Br)c(Br)c(C=Nc2ccc(NC(C)=O)cc2)c1O,-27,.,2,-3%
Cn1c(=O)c2cnc(N3CCOCC3)nc2n(C)c1=O,-14,-6%,3,2%
COc1ccc(N2CS(=O)(=O)/C(=C/N(C)C)C2=O)cc1,-12,-7%,-11,1%
CN1C=CC2=C(C#N)C(N)C(C#N)(C#N)[C@H](c3ccccc3)[C@H]2C1 (stereo partly drawn),?,.,5,-4%
COC(=O)[C@@]1(Cc2ccc(F)cc2)[C@H]2c3cc(C(=O)N4CCCC4)n(Cc4cc(C)n(C)n4)c3C[C@H]2CN1C(=O)c1ccccc1,.,-9%,.,-6%
O=C(CSc1ccc(-c2ccccc2)nn1)c1ccccc1,17,.,-6,-4%
CCOc1cc(C2C3=C(CCCC3=O)NC3=C2C(=O)CCC3)cc(Cl)c1O,14,-27%,17,-7%
CCc1ccccc1NC(=O)c1ccoc1C,28,2%,-6,2%
COC(=O)C(Cc1ccccc1)NC(=O)C(N)CC(=O)O (stereo not drawn),.,-8%,.,0%
O=C(CCc1ccc(S(=O)(=O)N2CCCCC2)cc1)c1nnc(-c2ccccc2)o1,-24,-16%,-3,0%
COc1ccc(CNC(NC(=O)c2ccccc2)(C(F)(F)F)C(F)(F)F)cc1,-18,.,4,-2%
COc1ccc(NC(=S)NC23CN4CN(CN(C4)C2)C3)cc1,6,.,.,-5%
Cc1ccc(C)c(N2CCN(C(=O)CCS(=O)(=O)c3cccc4nonc34)CC2)c1,25,-2%,12,-5%
CC(C(=O)O)c1ccc2c(c1)[nH]c1ccc(Cl)cc12 (stereo not drawn),.,-6%,.,-5%
COc1ccc(C2C(C(=O)NCC3CCCO3)c3cc(OC)c(OC)cc3C(=O)N2C)cc1OC (stereo not drawn),3,5%,6,-1%
COc1ccc(NC(=O)C2CCCN2S(=O)(=O)c2ccc3c(c2)CCC(=O)N3)c(OC)c1 (stereo not drawn),29,1%,0,5%
CC(=O)Nc1cccc(NC(=O)C2CCCN2C(=O)Nc2cccc(C)c2)c1 (stereo not drawn),7,0%,-1,-4%
COC(=O)c1ccc(NC(=O)CSc2nc3cccnc3n2C)cc1,24,.,3,6%
COc1ccc(C(=O)CSc2nnc(NC(=O)C3CC(=O)N(c4ccccc4)C3)s2)cc1 (stereo not drawn),39,.,-4,0%
O=C(Nc1ccccc1)N1CCn2c1nc1ccccc12,?,5%,-8,-8%
COc1cc2c(cc1OC)C(C)N(C(=S)Nc1ccccc1)CC2 (stereo not drawn),-27,.,3,-2%
O=C(O)/C=C/c1coc2ccc(F)cc2c1=O,45,.,.,0%
O=c1oc2ccccc2cc1N1CCOCC1,-27,.,.,1%
O=c1c2ccccc2oc2nc(-c3ccco3)n(CCc3ccccc3)c(=O)c12,-100*,-5%,-2,-5%
O=C(/C=C/c1ccc(Cl)c([N+](=O)[O-])c1)Nc1ccc(N2CCCC2)cc1,4,.,.,-3%
c1cncc(Nc2nc(-c3cccs3)cs2)c1,?,29%,8,-12%
COc1ccc(-c2nnc(SCc3cc(C)ccc3C)n2N)cc1,72,5%,7,-4%
Cc1cc(C(=O)NCCN2CCN(c3cccc(Cl)c3)CC2)n(-c2ccccc2)n1,-19,.,2,-6%
CC(=O)NC(=O)NC1OC(=O)C(Cl)=C1Cl (stereo not drawn),0,6%,4,-3%
CC(=O)Oc1ccc(/C=N/NC(=O)C2CCCN2S(=O)(=O)c2ccc(Cl)cc2)cc1 (stereo not drawn),?,3%,-5,5%
Cc1nc([N+](=O)[O-])c(N2CCN(Cc3ccccc3)CC2)n1Cc1ccccc1,?,7%,7,1%
C=CCNC(=S)NNC(=O)c1cccn(Cc2ccc(Cl)cc2Cl)c1=O,106,19%,?,-19%
Cc1cccc(NC(=O)Cn2c(O)c(N=NC(=O)c3ccccc3O)c3ccccc32)c1,-12,.,.,-1%
COc1ccc(CCNC(=O)COC(=O)c2cnc(C)cn2)cc1OC,8,8%,5,1%
COc1ccc(C(=O)N2CCN(c3ccccn3)CC2)cc1,20,1%,-3,1%
CCCCc1c(O)nc(SCC(=O)Nc2ccc3c(c2)CCC3)[nH]c1=O,6,-5%,6,-10%
O=C(O)CCCC(=O)Nc1cccc2cccnc12,-4,-5%,-8,-3%
C=CCn1c(SCC(=O)c2[nH]c(C)c(C(=O)OC)c2C)nc2scc(-c3ccc(OC)c(OC)c3)c2c1=O,46,.,-16,-1%
COC1=C(OC)C(=O)c2ccccc2C1=O,.,-6%,13,-3%
Cc1ccsc1C(=O)NC(C)c1ccc2c(c1)OCO2 (stereo not drawn),-119*,.,0,-3%
COC(=O)c1ccccc1NC(=S)NC(=O)CC(C)C,44,-12%,6,-7%
c1ccc(C[n+]2csc3ccccc32)cc1,32,.,8,-11%
S=c1[nH]nc(-c2ccco2)n1/N=C/c1ccc(Br)s1,26,?,2,-13%
COc1cccc(C2c3c(oc4ccc(F)cc4c3=O)C(=O)N2CCCN2CCOCC2)c1 (stereo not drawn),-15,.,-13,-8%

# This is a subset. The share of hits here may be higher or lower than overall.
